14-3-3 PPI: 14-3-3 gamma protein interaction modulation; FP, 14-3-3gamma / TMR-pS259-Raf peptide binding; inhibition, % at 40 µM; 0.19% of 160,000 active; P61981; AID 422; in the data active = inhibition above about 30%;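 note: 0% = protein plus tracer without compound and 100% = blank with tracer alone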
Target sequence (P61981 whole entry, looked up): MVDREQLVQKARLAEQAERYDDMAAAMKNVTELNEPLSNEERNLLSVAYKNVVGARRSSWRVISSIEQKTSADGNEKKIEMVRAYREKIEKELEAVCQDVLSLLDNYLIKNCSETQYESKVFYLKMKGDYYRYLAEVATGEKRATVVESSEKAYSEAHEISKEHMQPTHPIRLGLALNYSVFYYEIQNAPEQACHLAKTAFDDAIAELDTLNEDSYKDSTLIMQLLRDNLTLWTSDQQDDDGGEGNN
* marks the source's active call; other numbers are inactive results; & = joins results of further samples. The list is partial (hit frequency here may not be typical).

14-3-3 PPI | mol
-2 | O=C(c1cccs1)N1N=C(c2ccccc2)CC1c1ccccc1 (centres undefined)
8 | CC(C)CSc1nc2c(cnn2-c2ccccc2)c(=O)[nH]1
-3 | COc1ccc(S(=O)(=O)N(C)C2CCS(=O)(=O)C2)cc1OC (centres undefined)
-4 | CC1(C)CC(=O)C(/C=N/n2cnc3ccccc3c2=O)=C(O)C1
-6 | COC(=O)c1sc(=S)n(-c2ccccc2OC)c1N
-5 | Cc1ccc(C2CC(C(F)(F)F)n3nc(C(=O)Nc4cc(C(F)(F)F)ccc4Cl)cc3N2)cc1 (centres undefined)
1 | Cc1cccc(OCC(O)Cn2c(NCc3cccnc3)nc3c2c(=O)[nH]c(=O)n3C)c1 (centres undefined)
-4 | Cc1ccc(S(=O)(=O)NCCN2CCN(S(=O)(=O)c3ccc(C)cc3)CC2)cc1

Following part:
14-3-3 PPI | mol
-13 | O=C1c2ccccc2C(=O)c2c1cccc2S(=O)(=O)Nc1ccccc1
2 | O=C(O)c1cc(Br)ccc1NS(=O)(=O)c1ccc(Br)c2nsnc12
-1 | COCC(C)n1c(C)cc(C(=O)COC(=O)c2ccc3ncsc3c2)c1C (centres undefined)
-9 | COc1cc(NC(=O)c2cccc(C)c2)c(OC)cc1Cl
0 | COc1ccccc1C=Nc1ccccc1Sc1c(C)n[nH]c1C
3 | O=C1CCCC2=C1C(c1ccccc1F)n1ncnc1N2 (centres undefined)
-2 | CCC1CCc2nc3sc(C(=O)Nc4cc(Cl)ccc4OC)c(N)c3cc2C1 (centres undefined)
-5 | O=C(CCS(=O)(=O)c1cccc2nsnc12)N1CCN(C(=O)c2ccco2)CC1

Next records follow:
14-3-3 PPI | mol
-8 | Cc1cc2cc3c(cc2nc1SCC(=O)N1CCN(C(=O)c2ccco2)CC1)OCO3
-5 | Cc1cccc(NC(=O)CSc2nccn2-c2ccc([N+](=O)[O-])cc2)c1
-1 | Cc1ccccc1C(=O)N1CCC(C(=O)Nc2ccc(S(=O)(=O)N3CCCC3)cc2)CC1
-2 | CC1CCCCN1C(=O)CSc1nnc(-c2ccco2)n1CC1CCCO1 (centres undefined)
-10 | CC(C)(C)N1C(=O)C2C(C(=O)Nc3cccc(Cl)c3)C3C=CC2(O3)C1C(=O)NC1CCCCC1 (centres undefined)
-12 | CS(=O)(=O)N1CCN(c2ccccc2NC(=O)c2ccc(Cl)cc2)CC1
-14 | Oc1ccc(-c2nc3ccccn3c2Nc2ccc3c(c2)OCCO3)cc1
-8 | Cc1cc(C)nc(SCc2nnc(SCC(=O)Nc3ccccc3C)n2Cc2ccco2)n1

(further entries)
14-3-3 PPI | mol
7 | CS(=O)(=O)CCC(C(=O)Nc1cccc2cccnc12)N1C(=O)c2ccccc2C1=O (centres undefined)
-11 | Cn1c(=O)c2c(ncn2CCCNC2=CC(=O)CC(C)(C)C2)n(C)c1=O
5 | CNC(=O)c1c(NC(=O)c2ccccc2F)sc2c1CCC(C(C)(C)C)C2 (centres undefined)
-1&-13 | COc1cccc(C2C=C(c3cccs3)Nc3ncnn32)c1OC (centres undefined)
-1 | CCCC(=O)c1ccc(N2CCN(C(=O)c3ccccc3)CC2)c(F)c1
-4 | Cc1cccc(NC(=O)c2ccc(F)c(S(=O)(=O)N3CCN(C4CCCCC4)CC3)c2)c1
-9 | CCOC(=O)c1c(C)oc2ccc(O)c(CN(C)C)c12
-2 | COc1ccc(OCCC(=O)NCc2ccccc2)cc1

Next part:
14-3-3 PPI | mol
1 | O=C(O)C1C2C=CC3(CN(Cc4ccccn4)C(=O)C13)O2 (centres undefined)
-7 | O=C(Cn1ncc2c(=O)oc3ccccc3c21)NCCC1=CCCCC1
-5 | COCCNC(=O)c1c(N)n(CCCn2ccnc2)c2nc3ccccc3nc12
-5 | O=C1CC(c2ccccc2)CN1S(=O)(=O)c1ccccc1 (centres undefined)
4 | COc1ccc(Cl)cc1N1C(=S)NC2CC1(C)Oc1ccccc12 (centres undefined)
3 | O=C(C1=C(O)C(=O)N(CCCN2CCOCC2)C1c1ccccn1)c1cc2ccccc2o1 (centres undefined)
2 | O=C(O)c1ccccc1NC(=O)C1CC=CCC1C(=O)O (centres undefined)
-9 | CCSc1nnc2c(n1)OC(c1cc(Br)cc(OC)c1OC(C)=O)N(C(C)=O)c1ccccc1-2 (centres undefined)

Reformatted with each value named: entries from further up
O=C(CCS(=O)(=O)c1cccc2nsnc12)N1CCN(C(=O)c2ccco2)CC1
  14-3-3 PPI: -5
O=C1CC(c2ccccc2)CN1S(=O)(=O)c1ccccc1 (centres undefined)
  14-3-3 PPI: -5

Following part.
14-3-3 PPI | mol
2 | CC(C)C(=O)Nc1nc2c(ncn2C2OC(CO)C(O)C2O)c(=O)[nH]1 (centres undefined)
1 | CC1CCCC(NC(=O)c2cc(-c3ccncc3)nc3ccccc23)C1C (centres undefined)
-12 | CCN(CC)c1ccc(NS(=O)(=O)c2cccc3cccnc23)c(C)c1
-5 | CCOc1cc(-c2noc(CCCC(N)=O)n2)cc(Br)c1OC
-5 | N#Cc1cccc(Nc2c3c(nc4ccccc24)CCC3)c1
1 | N#CCSc1nc2ccccc2c(=O)n1CC1CCC(C(=O)NCc2ccccc2Cl)CC1 (centres undefined)
-4 | CCOC(=O)C1CCCN(Cc2nc(N)nc(Nc3ccccc3OC)n2)C1 (centres undefined)
-3 | CCOC(=O)Cc1csc(SCC(=O)/C(C#N)=C(\C)N)n1

Remaining list, next part.
14-3-3 PPI | mol
1 | Cc1ccc2c(c1)C(C)(c1ccccc1)CC(C)(C)N2C(=O)CN1CCOCC1 (centres undefined)
-2 | Cc1ccc(C)c(Oc2nc3c(c(=O)n(C)c(=O)n3C)n2Cc2ccccc2)c1
-48 | CN1C=CC(=Cc2cccc[n+]2C)c2ccccc21
1 | O=[N+]([O-])c1cccc(NS(=O)(=O)c2ccccc2)c1
-4 | CCOC(=O)c1sc(NC(=O)c2ccc([N+](=O)[O-])cc2Cl)c(C(=O)OCC)c1C
2&-11 | O=C1C=C(N(CCO)CCO)C2(CCCCC2)O1
3 | C=CCOC(=O)C1=C(C)NC(=S)NC1c1cc(OC)ccc1OC (centres undefined)
-24 | Cc1cc(C(=O)Nc2nc3ccc(S(C)(=O)=O)cc3s2)c(C)o1

(list continues)
14-3-3 PPI | mol
-8 | Cc1ccc(S(=O)(=O)n2nc(-c3ccc(Cl)cc3)nc2NCc2ccco2)cc1
-8 | CCCCSc1ncnc2c1sc1nc3c(cc12)COC(C)(C)C3
4 | COc1ccccc1CNC(=O)c1cccn2c(=O)c3cc(Cl)ccc3nc12
-7 | CCOc1ccc(-n2c(SC(C)C(=O)OC)nc3c(c2=O)SCC3)cc1 (centres undefined)
-251 | Cc1nc2ccc3nc(NC(=O)c4sc5ccccc5c4Cl)sc3c2s1
-5 | O=C1c2ccccc2C(=O)c2cc(C(=O)N3CCC(c4ccccc4)CC3)ccc21
-1 | CCOc1cccc2cc(-c3nnc(Nc4ccccc4)s3)c(=O)oc12
1 | CC(=O)N1N=C(c2cccc(NS(C)(=O)=O)c2)CC1c1ccccc1 (centres undefined)

(further entries)
14-3-3 PPI | mol
0 | O=C1C2=C(C(c3ccccc3)=NCCN2)C(c2ccccc2Cl)N1c1ccccc1 (centres undefined)
2 | O=C(COC(=O)CSCC(=O)N1CCCCC1)Nc1ccc(Cl)cc1
2 | CC(c1ccccc1)C1CC(=O)N(CC(=O)O)C1=O (centres undefined)
-6 | CCOC(=O)c1cnc2cc(Cl)c(OC)cc2c1Nc1ccccc1OC
3 | O=C(C1CC1)N1CCc2cc(Br)cc(S(=O)(=O)NCc3ccccc3Cl)c21
-1 | O=C1CC(c2ccc(S(=O)(=O)N3CCN(c4ccccc4)CC3)cc2)CN1 (centres undefined)
-31 | CCCCOc1ccc(C(=O)Nc2ccc3nn(-c4cccc(Cl)c4)nc3c2)cc1
-3 | COc1ccc(CCN(C)CCN2C(=O)c3ccccc3C2=O)cc1OC

Going on with the list.
14-3-3 PPI | mol
-4&-6 | O=C(c1nn2c(C(F)(F)F)cc(-c3ccccc3)nc2c1Cl)N1CCOCC1
-10 | CCN1C(=O)c2cccc3c(S(=O)(=O)Nc4c(C)n(C)n(-c5ccccc5)c4=O)ccc1c23
-7 | Cc1cc(C)nc(N2CCN(c3nc(C)cc(C)n3)CC2)n1
-2&-6 | CCn1c(SCC(=O)N2CCc3ccccc32)nc2c(c1=O)SC(C)C2 (centres undefined)
-3 | CC1(O)CCOCC1NCCC(=O)O (centres undefined)
-4 | COc1ccc(NC(=O)CSc2nnnn2-c2ccc(OC)cc2)cc1
2 | COC(=O)CCSc1nc2c(c(=O)[nH]1)C(C)(C1CCCCC1)Cc1ccccc1-2 (centres undefined)
0 | CC1CCc2c(sc(NC(=O)c3ccccc3F)c2C(=O)N2CCOCC2)C1 (centres undefined)

More structures.
14-3-3 PPI | mol
-5 | COc1cc(OC)c(C2SC(NC(C)=O)=NN2C(C)=O)cc1Br (centres undefined)
2 | COc1ccc(CSc2nnc(C)c(=O)[nH]2)cc1
-2 | COC(=O)[C@H](CC(C)C)NC(=O)Nc1ccc2c(c1)OCCO2
-38 | Cc1ccc(C2C3=C(CCCC3=O)NC3=C2C(=O)c2ccccc23)cc1 (centres undefined)
-1 | O=C(CCSc1nc(-c2ccco2)cc(C(F)(F)F)n1)N1CCCc2ccccc21
-57 | COc1cccc(-c2cc(C(=O)Nc3cccc(C(C)=O)c3)no2)c1
-6 | Nc1ccc(C(=O)c2ccccc2C(=O)O)cc1Cl
3 | COc1cc2c(cc1NC(=O)COc1cc(C)cc(C)c1)oc1ccccc12

Next compounds
14-3-3 PPI | mol
-5 | O=C(Nc1ccc2c(c1)oc1ccccc12)N1CCOCC1
-10 | CCC1=Nc2cc(C(=O)NCc3cccs3)ccc2Sc2ccc(Cl)cc21
0 | CCSCCOC(=O)C1=C(C)NC2=C(C(=O)CC(c3cccs3)C2)C1c1coc2ccc(C)cc2c1=O (centres undefined)
-88 | COc1cc(C(=O)Nc2ccc(Cl)c(-c3nc4cc(C)cc(C)c4o3)c2)cc(OC)c1OC
-3 | O=C1CC(c2ccccc2)CC2=C1C(c1ccc(-c3ccccc3)cc1)Nc1ccccc1N2 (centres undefined)
0 | O=S1(=O)N=C(Oc2ccc(Cl)cc2)c2ccccc21
-8 | O=C(Nc1cccc(Cl)c1)c1nn2c(c1Br)NC(c1cccs1)CC2C(F)(F)F (centres undefined)
2 | C=CCNC(=O)C(=O)Nc1ccc(OC)cc1

Following part
14-3-3 PPI | mol
-29 | CCSCCOC(=O)C1=C(C)NC2=C(C(=O)CC(c3ccccc3OC)C2)C1c1ccc(F)cc1 (centres undefined)
-4 | O=C(CN1C(=O)C2CC=C(Cl)CC2C1=O)N1CCOCC1 (centres undefined)
-8 | CCC(=O)Nc1ccc(Cl)c(NC(=O)c2ccc(Br)o2)c1
-3 | Cc1ccc(-c2csc(=Nc3cccc(C(F)(F)F)c3)n2CCCO)cc1C
-3 | Cc1ccc(O)c(C2N(Cc3ccccc3O)CCN2Cc2ccccc2O)c1
-3 | Cc1ccc(-n2c(SCC(=O)NCc3ccco3)nc3nc4c(cc3c2=O)COC(C)(C)C4)cc1
-3 | CCOC(=O)/C=C1\NC(C)(C)Cc2cc(OC)c(O)cc21
-22 | CCOC(=O)CNC(=O)c1c(-c2ccccc2)noc1C

More results:
14-3-3 PPI | mol
-11&-11 | CCCc1ccc(Oc2cn[nH]c2-c2ccc(O)c(C)c2O)cc1
-3 | COc1cc(NC(=O)CCS(=O)(=O)c2ccccc2)cc(OC)c1
1 | Cc1oc(-c2ccc3c(c2)OCCO3)cc1C(=O)NC(CCC(=O)O)C(=O)O (centres undefined)
1 | CCC(C)NC(=O)CCCCCn1c(=S)[nH]c2ccccc2c1=O (centres undefined)
-13 | O=C(COC(=O)c1ccc(S(=O)(=O)N2CCOCC2)cc1)NC1CCCC1
-6 | COc1cc(NC(=O)C2C3C=CC(C3)C2C(=O)O)c(OC)cc1Cl (centres undefined)
-17 | COc1ccc(OC)c(-c2cc(C(=O)O)c3cc(Br)ccc3n2)c1
-4 | O=S(=O)(Nc1ccccn1)c1ccc(Cl)cc1

No new results follow: 16 of the compounds above.
14-3-3 PPI | mol
-29 | CCSCCOC(=O)C1=C(C)NC2=C(C(=O)CC(c3ccccc3OC)C2)C1c1ccc(F)cc1 (centres undefined)
-4 | O=C(CN1C(=O)C2CC=C(Cl)CC2C1=O)N1CCOCC1 (centres undefined)
-8 | CCC(=O)Nc1ccc(Cl)c(NC(=O)c2ccc(Br)o2)c1
-3 | Cc1ccc(-c2csc(=Nc3cccc(C(F)(F)F)c3)n2CCCO)cc1C
-3 | Cc1ccc(O)c(C2N(Cc3ccccc3O)CCN2Cc2ccccc2O)c1
-3 | Cc1ccc(-n2c(SCC(=O)NCc3ccco3)nc3nc4c(cc3c2=O)COC(C)(C)C4)cc1
-3 | CCOC(=O)/C=C1\NC(C)(C)Cc2cc(OC)c(O)cc21
-22 | CCOC(=O)CNC(=O)c1c(-c2ccccc2)noc1C
-11&-11 | CCCc1ccc(Oc2cn[nH]c2-c2ccc(O)c(C)c2O)cc1
-3 | COc1cc(NC(=O)CCS(=O)(=O)c2ccccc2)cc(OC)c1
1 | Cc1oc(-c2ccc3c(c2)OCCO3)cc1C(=O)NC(CCC(=O)O)C(=O)O (centres undefined)
1 | CCC(C)NC(=O)CCCCCn1c(=S)[nH]c2ccccc2c1=O (centres undefined)
-13 | O=C(COC(=O)c1ccc(S(=O)(=O)N2CCOCC2)cc1)NC1CCCC1
-6 | COc1cc(NC(=O)C2C3C=CC(C3)C2C(=O)O)c(OC)cc1Cl (centres undefined)
-17 | COc1ccc(OC)c(-c2cc(C(=O)O)c3cc(Br)ccc3n2)c1
-4 | O=S(=O)(Nc1ccccn1)c1ccc(Cl)cc1

The listing continues.
14-3-3 PPI | mol
0 | CCn1cc(C(=O)NCC2CCCO2)c(=O)c2cc(S(=O)(=O)N3CCCCCC3)ccc21 (centres undefined)
-3 | CC(=O)Nc1nc(C)c(-c2csc(Nc3cccc(Cl)c3C)n2)s1
-3 | Cn1c(=O)[nH]c(=O)c2c1nc(OC(=O)c1ccccc1)n2CC(O)COc1ccccc1 (centres undefined)
1 | COc1cccc(NC(=O)NC2(C(F)(F)F)Oc3ccccc3O2)c1
